# Fam108B inh: mouse Fam108B serine hydrolase inhibitors, primary screen, counter-screen for RBBP9 inhibitor project, biochemical, fluorescence polarization | inhibition, % at 9.51 µM | recombinant Fam108B, FP-Rh probe fluorescence polarization | actives 0.33% (n = 300,000) | AID 1947, 2009;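 active means inhibition above the screen mean inhibition plus 3 SD, computed separately per campaign, cut at about 18% in these data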;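 further: inhibitors lower polarization as less probe binds the enzyme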
# Bcl-xL primary: inhibitors of human Bcl-xL, primary screen, biochemical, fluorescence polarization, HTS; GST-Bcl-xL / FITC-Bim BH3 peptide fluorescence polarization; inhibition, % at 10.9 µM; actives 0.7% (n = 320,000); AID 2129, 2009;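 active means inhibition above the mean of all tested compounds plus 3 SD, cutoff set per campaign, cut at about 30% in these data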;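 further: 0% = DMSO wells and 100% = unlabeled Bim-BH3 peptide competitor; inhibitors lower millipolarization by displacing the labeled peptide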
# EBNA-1 inh: EBNA-1 DNA-binding inhibitors, primary screen, biochemical, fluorescence polarization. actives 0.34% (n = 300,000). inhibition, % at 14.8 µM; in the data active means inhibition above about 28%
# MEX-5 binding: MEX-5 zinc finger RNA-binding disruptors – biochemical, C. elegans, fluorescence polarization, MLPCN library, primary screen; Zinc finger protein mex-5 (Caenorhabditis elegans), Q9XUB2; MEX-5/FITC-TCR2 RNA binding; stronger effect = lower value; activity score (negative = inhibition of binding), % at 10 µM; actives 0.38% (n = 300,000);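 active means inhibition past about -25% in most replicates, and total fluorescence under double the plate's negative control median, limit read from the data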;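 further: 0% = DMSO and -100% = 5 µM competing unlabeled TCR2 RNA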
# Target sequence (Q9XUB2 whole entry, looked up): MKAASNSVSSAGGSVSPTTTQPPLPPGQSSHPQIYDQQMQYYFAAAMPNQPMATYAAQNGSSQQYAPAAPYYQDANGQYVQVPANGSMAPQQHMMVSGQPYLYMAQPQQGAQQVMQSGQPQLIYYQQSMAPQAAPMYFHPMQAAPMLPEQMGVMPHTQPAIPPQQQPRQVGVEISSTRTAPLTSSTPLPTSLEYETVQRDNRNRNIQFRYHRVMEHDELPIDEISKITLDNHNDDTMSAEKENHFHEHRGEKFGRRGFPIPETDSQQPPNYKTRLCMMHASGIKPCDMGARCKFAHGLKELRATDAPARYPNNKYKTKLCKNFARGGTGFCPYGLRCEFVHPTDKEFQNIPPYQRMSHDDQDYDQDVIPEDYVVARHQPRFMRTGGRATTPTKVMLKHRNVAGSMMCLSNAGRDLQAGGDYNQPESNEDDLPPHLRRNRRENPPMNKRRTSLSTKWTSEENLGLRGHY
# GLD-1 RNA inh: GLD-1/TGE RNA complex disruptors, primary screen, biochemical, fluorescence polarization | inhibition, % at 5.96 µM | Female germline-specific tumor suppressor gld-1 (Caenorhabditis elegans), Q17339 | purified GLD-1 + fluorescein TGE RNA | actives 0.44% (n = 320,000) | AID 2280, 2010;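 active means percent inhibition above a per-plate cutoff, the plate mean of test compounds plus 3 SD, cut at about 30% in these data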;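 further: 0% = DMSO wells with GLD-1 and probe and 100% = wells lacking GLD-1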
# Target sequence (Q17339 whole entry, looked up): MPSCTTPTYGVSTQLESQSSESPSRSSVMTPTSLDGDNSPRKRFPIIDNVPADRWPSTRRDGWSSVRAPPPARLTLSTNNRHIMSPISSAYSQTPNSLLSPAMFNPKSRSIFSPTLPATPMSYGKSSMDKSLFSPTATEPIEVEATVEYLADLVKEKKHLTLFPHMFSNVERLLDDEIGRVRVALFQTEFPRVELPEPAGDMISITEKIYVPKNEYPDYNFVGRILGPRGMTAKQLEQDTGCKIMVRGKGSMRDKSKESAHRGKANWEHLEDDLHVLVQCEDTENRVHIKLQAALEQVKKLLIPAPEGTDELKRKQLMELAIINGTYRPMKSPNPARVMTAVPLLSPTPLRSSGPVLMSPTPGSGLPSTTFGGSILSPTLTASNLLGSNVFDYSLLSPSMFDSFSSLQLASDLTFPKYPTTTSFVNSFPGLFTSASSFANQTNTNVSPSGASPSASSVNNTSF
# Efflux pump inh: inhibitors of Candida efflux pumps in yeast, primary screen, S. cerevisiae, Nile Red, multiplex. S. cerevisiae Candida pump triplex. inhibition, % at 10 µM. actives 0.44% (n = 330,000);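 active means plate passing quality check with inhibition over a set limit, or well fluorescence over plate mean plus 4 SD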;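 further: Nile Red retained in pooled yeast measured as flow cytometry median fluorescence; 0% = buffer negative control and 100% = Enniatin B positive control; higher means more Nile Red kept so more efflux inhibition; some compounds called inactive have numbers as strong as hits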
# ZTA DNA inh: ZTA (EBV) inhibition in EBNA-1 counter-screen; P03206; ZTA-DNA binding, fluorescence polarization; inhibition, % at 11 µM; actives 0.15% (n = 320,000); in the data active means inhibition above about 33%
# MCL1-BIM inh: inhibitors of MCL1 binding to BIM-BH3, primary screen, biochemical, fluorescence polarization; Induced myeloid leukemia cell differentiation protein Mcl-1 (Homo sapiens), Q07820; GST-MCL1 / FITC-Bim-BH3 fluorescence polarization; inhibition, % at 10.9 µM; actives 0.68% (n = 320,000);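 active means inhibition above the mean inhibition of all tested compounds plus 3 SD, set per campaign, cut at about 40% in these data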;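 further: 0% = DMSO wells and 100% = unlabeled Bim-BH3 peptide control; higher means more loss of mP so more displacement of Bim peptide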
# Yeast superoxide: reduction of superoxide in aged yeast, primary screen, HTS; S. cerevisiae aged cells, superoxide DHE fluorescence; stronger effect = lower value; superoxide response (% of plate mean), % at 10 µM; actives 0.18% (n = 330,000); AID 2690, 2010;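 active means superoxide response under a set limit, about three screen SD below normal, cut at about 65% in these data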;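 further: yeast aged for seven days with compound at 30 °C before DHE staining; 100% = average MFI of all compound-treated wells on the plate with controls excluded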
# Starred values were filed as active, the others as inactive; . = no result given.
# The line under a structure holds: Fam108B inh	Bcl-xL primary	EBNA-1 inh	MEX-5 binding	GLD-1 RNA inh	Efflux pump inh	ZTA DNA inh	MCL1-BIM inh	Yeast superoxide
CC(=O)N1CCN(C2c3cccc4cccc(c34)C2NS(=O)(=O)c2ccccc2)CC1 (stereo not drawn)
 : -8	5	-9	-0.7	-6	0.2	10	2	113
COc1ccc(C2N=C(N)N=C(N)N2c2ccc(C)cc2)cc1 (stereo not drawn)
 : 1	4	-3	-1.0	3	0.0	3	19	95
CCOC(=O)c1nn(-c2ccc(C)cc2)c(=O)c2c(N)scc12
 : 5	-2	8	1.8	10	-0.1	1	3	110
CCOC(=O)CCSCC(=O)Nc1cc(C)on1
 : 2	4	0	-2.8	7	-0.1	-20	2	81
O=C(CCc1[nH]c2ccccc2c1Sc1ccccc1)NCCO
 : 0	5	-5	-4.3	6	0.1	10	4	94
O=c1c2ccccc2nc(SCc2ccccc2F)n1C1CCCC1
 : 2	-2	3	1.1	4	-0.1	8	5	97
CC(C)=NNC(=O)CN1C(=O)NC2NC(=O)NC21 (stereo not drawn)
 : -1	5	4	-1.1	-4	-0.3	-12	9	104
Cc1ccc(C(=O)NC(=S)Nc2ccc(CN3CCCCC3)cc2)c(C)c1
 : -2	4	3	-0.4	0	-0.5	-10	10	97
Cc1cc(C(F)(F)F)n2nc(C)c(-c3ccc(Cl)cc3)c2n1
 : 0	1	4	0.8	7	0.1	-6	2	88
O=C(OCc1nnc(-c2ccc([N+](=O)[O-])cc2)o1)C1CC(=O)N(CCc2ccccc2)C1 (stereo not drawn)
 : .	6	.	.	4	-0.1	0	7	104
O=C(O)c1cccc(N/N=C/c2ccc(F)c(F)c2)c1
 : 0	-1	7	0.6	-11	-0.1	-5	-3	98
Cc1ccc(CN2CCC(N3CCC(C(=O)NCC4CCCO4)CC3)CC2)o1 (stereo not drawn)
 : 0	3	-6	-0.9	4	-0.1	-6	5	96
CCCCn1c(N)c(N(CC)C(=O)C2=NN(c3ccccc3)C(=O)CC2)c(=O)[nH]c1=O
 : .	5	.	.	3	0.0	13	7	115
O=C(O)CC(NS(=O)(=O)c1ccc(Br)cc1)c1ccco1 (stereo not drawn)
 : 1	6	4	0.5	-1	-0.3	11	6	108
CCOc1ccccc1NC(=O)Cn1ncc2ccc([N+](=O)[O-])cc21
 : 0	6	0	1.8	-4	-0.1	5	0	114
CCn1cc(C(=O)NCC(OC)OC)c(=O)c2cc(S(=O)(=O)N3CCOCC3)ccc21
 : -5	1	-14	-0.1	3	-0.2	2	3	98
COC(=O)c1c(S(=O)(=O)NCc2ccccc2)sc(C(=O)O)c1C
 : 0	3	-4	1.2	14	0.0	-28	-5	102
Cc1ccc(C(C(=O)NCc2ccccc2)N(C(=O)c2ccccn2)c2ccccc2)o1 (stereo not drawn)
 : -5	4	5	0.7	7	0.0	4	4	91
CNC(=O)COC(=O)c1nc(-n2nc(C)cc2C)ccc1Cl
 : 3	0	15	-1.3	5	-4.2	7	2	95
CC(=O)N1CC2(c3ccccc3)CN(C(C)=O)CC(c3ccccc3)(C1)C2=O
 : -4	1	12	1.8	0	0.0	13	-2	85
COc1ccc(OC)c(N(CC(=O)NCc2cccnc2)S(C)(=O)=O)c1
 : -1	0	-12	0.0	1	-0.1	-6	-4	101
COc1ccc(C(CNC(=O)c2sccc2C)N2CCOCC2)cc1 (stereo not drawn)
 : 0	7	-1	1.5	6	0.1	1	7	77
CCOC(=O)c1cc(-c2ccc(OC)cc2F)nc2c1c(C)nn2CCC#N
 : -5	1	1	0.1	8	0.2	5	2	116
O=C(CN(c1ccccn1)S(=O)(=O)c1ccc(F)cc1)Nc1ccccc1
 : -2	5	10	0.8	2	0.0	7	7	88
Cc1ccc(C2C(C#N)=C(N)Oc3nc(-c4ccccc4)[nH]c32)o1 (stereo not drawn)
 : 1	1	10	-4.5	10	0.0	-4	3	81
O=C(NCC1CCCO1)C(c1cccnc1)N(C(=O)Cc1cccs1)c1ccccc1 (stereo not drawn)
 : 3	2	14	-0.9	6	-0.1	-16	7	93
O=C1Cc2ccccc2C(=O)N1CCc1ccccc1
 : 4	4	4	4.3	4	-0.1	24	-2	94
Cc1cccc(C)c1NC(=O)COC(=O)c1ccc2[nH]c3c(c2c1)CCCC3
 : -5	-4	-9	0.6	0	0.2	-14	2	119
COc1ccccc1NS(=O)(=O)c1ccc(C(=O)N2CC(C)OC(C)C2)cc1 (stereo not drawn)
 : .	0	.	.	1	-0.1	-3	0	74
CCOC(=O)CC(NC(=O)c1cc2ccccc2oc1=O)c1cccc([N+](=O)[O-])c1 (stereo not drawn)
 : 2	3	5	-3.2	9	0.0	-9	39	100

# Following part.
# The line under a structure holds: Fam108B inh	Bcl-xL primary	EBNA-1 inh	MEX-5 binding	GLD-1 RNA inh	Efflux pump inh	ZTA DNA inh	MCL1-BIM inh	Yeast superoxide
O=C(O)CC(NNC(=O)c1ccccc1)C(=O)Nc1cccc([N+](=O)[O-])c1 (stereo not drawn)
 : -1	-2	-5	-2.5	4	-0.1	-5	-2	94
CCOC(=O)N1CCN(C(=O)CS(=O)(=O)c2cn(Cc3ccccc3C)c3ccccc23)CC1
 : -2	4	3	-1.2	3	0.5	4	-1	88
O=C(Oc1ccc(Br)cc1C(=S)N1CCCC1)c1ccccc1F
 : 4	1	-8	-3.1	10	0.3	-2	6	105
CCc1cccc(NC(=O)CCCn2c(=O)[nH]c3ccsc3c2=O)c1
 : -1	0	-2	0.3	1	-0.1	-2	1	105
COc1ccc(S(=O)(=O)/N=C2/NC(=O)/C(=C\c3cc(OC)c(OC)cc3[N+](=O)[O-])S2)cc1
 : 1	16	1	-9.5	1	0.1	6	11	98
COC(=O)c1ccc(NC(=O)c2cccc(N3C(=O)C4C5C=CC(C6CC56)C4C3=O)c2)cc1 (stereo not drawn)
 : -66	-2	10	1.0	8	-2.8	-2	2	97
Cc1ccc(S(=O)(=O)c2c(C)nn(C(C)(C)C)c2OC(=O)C(C)(C)C)cc1
 : 4	7	-16	-2.3	-8	0.2	1	8	104
Cc1cc(C)nc(N2CCC(C(=O)NC3CCCc4ccccc43)CC2)n1 (stereo not drawn)
 : 7	0	1	-1.0	2	0.0	-21	1	123
NC(=O)c1ccc(NC(=O)COC(=O)CNC(=O)c2sc3ccccc3c2Cl)cc1
 : .	-4	.	.	2	0.1	3	-8	117
O=C(CNC(=O)Cc1ccccc1)NCC(=O)OCc1ccc(C(=O)c2ccccc2)cc1
 : -2	2	9	2.7	-9	0.0	7	-1	114
O=C(O)c1ccccc1-c1nc2ccccc2n1-c1ccccc1
 : 1	0	-2	0.3	-6	0.1	-3	2	85
COc1ccc(S(=O)(=O)N2CCCOC2CNC(=O)C(=O)NCCCN2CCOCC2)cc1 (stereo not drawn)
 : 0	-1	-4	-2.4	8	0.4	-5	-6	99
Cn1c(=O)c2c(nc(Br)n2C/C=N/NC(N)=S)n(C)c1=O
 : -1	8	5	2.4	5	0.0	-4	3	99
CC12CC3CC(C)(C1)CC(C(=O)Nc1nncs1)(C3)C2
 : 1	8	2	2.4	3	-0.1	10	15	96
COc1c(N2CCN(C(=S)Nc3ccc(F)cc3)C(C)C2)c(F)cc2c(=O)c(C(=O)O)cn(C3CC3)c12 (stereo not drawn)
 : 1	3	0	5.3	0	0.0	8	2	91
Cc1ccc(CNC(=O)c2ccc(N3CCc4ccccc43)c([N+](=O)[O-])c2)cc1
 : 7	3	6	0.9	1	0.0	-2	-3	92
CC(/C=N/NC(=O)c1nnn(-c2nonc2N)c1CN(C)C)=C\c1ccco1
 : 0	9	-7	-0.6	6	0.0	-3	7	93
Cc1ccc(NC(=S)N2CCC(NC(=O)c3ccco3)CC2)cc1C
 : -1	2	0	-0.2	9	-0.3	-10	3	99
CC1(C)SC(=S)N(/N=C/c2ccccc2O)C1N(O)C(=O)Nc1ccccc1 (stereo not drawn)
 : -6	5	-16	0.1	2	0.3	-4	14	100
CCOC(=O)Cc1nnc(NC(=O)CC)s1
 : 2	6	0	-0.5	0	0.0	1	4	82
Cc1ccc(NC(=O)C2CCC(CNc3c(N4CCC(C)CC4)c(=O)c3=O)CC2)cc1F (stereo not drawn)
 : 5	4	-2	1.1	3	0.1	8	2	105
O=C1OCC=C1NNC(=O)c1cccnc1
 : -4	11	-7	-1.5	-5	0.1	-16	-11	90
CCc1nc(SCC(=O)c2ccccc2)c2c(=O)n(C)c(=O)n(C)c2n1
 : -3	4	-1	.	3	0.1	-10	2	102
CCOC(=O)C(C)On1c(-c2ccc(Cl)cc2)nc2ccc([N+](=O)[O-])cc21 (stereo not drawn)
 : 4	2	3	-0.4	7	0.0	-15	5	107
COc1cccc(OC)c1-c1nn2c(-c3ccccc3Cl)nnc2s1
 : -3	4	2	-4.9	-6	-0.1	9	2	100
CN(CC(=O)NC(=O)NCc1ccccc1)Cc1ccc(Cl)c(Cl)c1
 : 3	9	1	2.5	1	0.1	-3	9	101
C=CCNc1nc(-c2c(C)nc3sccn23)cs1
 : -4	5	-11	1.6	8	-0.1	-13	2	83
Cc1ccc(CNC(=O)c2oc3ccc(S(=O)(=O)N4CCOCC4)cc3c2C)cc1
 : 13	1	5	-0.6	0	-0.1	4	-1	124
C[C@@H]1CC=C[C@H]2[C@H]1C(=O)N(Cc1ccccc1)[C@H]2c1ccoc1
 : -3	-2	-5	-0.1	9	.	-10	-1	.
O=C(c1cccc2ccccc12)C1CCCN(C(=O)CCN2CCCO2)C1 (stereo not drawn)
 : -3	5	9	0.8	0	0.0	9	1	103

# Next part:
# The line under a structure holds: Fam108B inh	Bcl-xL primary	EBNA-1 inh	MEX-5 binding	GLD-1 RNA inh	Efflux pump inh	ZTA DNA inh	MCL1-BIM inh	Yeast superoxide
CCCn1cc(SCC(=O)Nc2nnc(C)s2)c2ccccc21
 : 1	6	-4	-1.3	1	-0.1	4	6	101
O=C(CSc1ccc(Cl)cc1)Nc1ccc(C2SCCS2)cc1
 : 3	3	0	3.2	3	-0.1	8	0	106
Cn1c(CO)cnc1S(=O)(=O)Cc1ccc(Cl)cc1
 : -6	3	-4	2.7	-2	0.0	-2	-2	92
Cc1cccc(C)c1NC(=O)C1(NC(=O)C2CCCN2C(=O)OC(C)(C)C)CCCCC1 (stereo not drawn)
 : 0	1	6	0.6	0	-0.1	4	-6	106
O=C(c1cc2ccccc2oc1=O)N(Cc1ccco1)C1CCS(=O)(=O)C1 (stereo not drawn)
 : 1	14	-4	1.8	1	0.0	15	3	92
Cc1cccc(NC(=O)C2C3C=CC(O3)C2C(=O)O)c1 (stereo not drawn)
 : -1	8	2	-2.3	10	-0.1	0	6	90
Cc1cc(NC(=O)c2cnn3c(C(F)F)cc(-c4ccccc4)nc23)no1
 : 0	2	-3	1.5	6	-0.1	-8	-1	111
CCC(C)N(C)Cc1cccc(C2(O)CCN(S(=O)(=O)c3ccc(F)c(C)c3)CC2)c1 (stereo not drawn)
 : -10	2	6	-1.0	-4	-0.1	-6	4	97
COc1ccc(NS(=O)(=O)c2cn(C)c(=O)n(C)c2=O)cc1
 : -2	-5	4	.	-6	-0.1	0	-10	99
O=C(NCCNC(=O)c1cc(OCC(F)(F)F)ccc1OCC(F)(F)F)Nc1ccc(Cl)cc1
 : -6	1	9	-0.4	2	0.0	0	5	107

# Screens: PubChem, several laboratories
